High-throughput results deposited in PubChem BioAssay by several laboratories.
Yeast lifespan up – extends the lifespan of yeast | S. cerevisiae growth with nicotinamide, OD615; deaD strain in restrictive glucose medium | inhibition of the nicotinamide effect, % at 10 µM | actives 0.68% (n = 130,000) | AID 775;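 active = inhibition above a set limit, placed 3 SD over the median of all compounds, cut at about 26% in these data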;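 note: 0% = nicotinamide-treated wells and 100% = cells grown without nicotinamide; some compounds called inactive have numbers as strong as hits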
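assay system = DeaD-strain S. cerevisiae | buffer or medium = restrictive glucose medium | reagent = 1.5 mM nicotinamide | compound = 10 µM single point, 0.25% DMSO | incubation = 48 h compound exposure at 30 °C, humidified | signal = OD615 measurement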
NPY-Y2 antag – NPY-Y2 (human) receptor antagonism; P49146; inhibition, % at 2.7 µM; NPY-Y2 expressing cells, antagonist mode; actives 0.99% (n = 140,000); in the data active = inhibition above about 17%;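 note: 0% = vehicle with agonist challenge and 100% = reference antagonist with challenge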
Target sequence (P49146 whole entry, looked up): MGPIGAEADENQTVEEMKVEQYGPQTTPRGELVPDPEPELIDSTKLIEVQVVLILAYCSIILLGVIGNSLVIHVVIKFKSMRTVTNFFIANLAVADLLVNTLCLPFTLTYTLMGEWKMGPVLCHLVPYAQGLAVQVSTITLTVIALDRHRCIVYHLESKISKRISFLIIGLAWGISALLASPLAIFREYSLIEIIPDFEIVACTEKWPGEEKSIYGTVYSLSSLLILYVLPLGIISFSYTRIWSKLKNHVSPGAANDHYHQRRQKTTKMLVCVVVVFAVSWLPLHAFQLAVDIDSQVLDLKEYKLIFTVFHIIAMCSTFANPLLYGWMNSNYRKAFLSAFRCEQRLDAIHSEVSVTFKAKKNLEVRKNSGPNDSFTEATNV
HCT116 PTEN-null – growth suppressors of cells with PTEN tumor suppressor deletion; HCT116 PTEN-null viability, CellTiter-Glo, 60 h; hits give low values; viability, % at 10 µM; actives 1.2% (n = 140,000); AID 827;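 active = viability at or below a set limit, 4 SD under the median of all tested compounds, cut at about 3.7% in these data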;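 note: PTEN knockout HCT116 line with beta catenin targeted HCT116 as companion control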
MRP-1 activ – MRP-1 activation; H69AR cells + doxorubicin, viability rescue, CellTiter-Glo; viability increase, % at 10 µM; AID 799; actives 0.61% (n = 140,000);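 active = viability gain under doxorubicin at or above a set limit, the compound median plus 3 SD, cut at about 4.7% in these data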;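 note: MRP-1 overexpressing cells given doxorubicin 25 µM after compound pretreatment; 18-22 h compound pretreatment then 72 h with doxorubicin before readout; 0% = doxorubicin-only wells and 100% = vehicle-treated cells without doxorubicin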
Measles CPE – protection of cells from measles virus | Measles virus-infected cells, CPE protection, absorbance | protection (pct of control), % at 4 µM | actives 1.5% (n = 140,000) | AID 841; in the data active = protection mostly above about 24%, no sharp cut-off; inactive = mostly below about 26%; note: some compounds called inactive have numbers as strong as hits
bCat KO growth – beta-catenin-lacking colon tumor cell growth suppression; viability, % at 10 µM; actives 1.5% (n = 140,000); HCT116 beta-catenin knockout viability, CellTiter-Glo, 60 h; hits give low values; AID 818;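 active = viability at or under a set limit, the compound median less 4 SD, cut at about 6% in these data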;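 note: 0% = Hyamine 1622 control at 20 µM and 100% = untreated cell control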
E-sel TNF inh – TNF alpha driven E-selectin expression inhibition; HUVEC TNFa-induced E-selectin immunofluorescence, high content; inhibition, % at 2 µM; actives 0.71% (n = 120,000); AID 1246;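 active = inhibition above the batch mean plus 3 SD, and confirmed as a hit on visual image review, cut at about 43% in these data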;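 note: 0% = TNF-stimulated DMSO wells and 100% = unstimulated control wells; not every result past the cut was called active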
GALR2 antag – blocks the human galanin receptor 2; GALR2-expressing cells, antagonist mode; inhibition, % at 4 µM; actives 0.39% (n = 140,000); AID 828; in the data active = inhibition above about 27%;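 note: cells stimulated with galanin 1-16 at roughly its EC80; 0% = agonist challenge control and 100% = basal control without agonist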
Target sequence (O43603 whole entry, looked up): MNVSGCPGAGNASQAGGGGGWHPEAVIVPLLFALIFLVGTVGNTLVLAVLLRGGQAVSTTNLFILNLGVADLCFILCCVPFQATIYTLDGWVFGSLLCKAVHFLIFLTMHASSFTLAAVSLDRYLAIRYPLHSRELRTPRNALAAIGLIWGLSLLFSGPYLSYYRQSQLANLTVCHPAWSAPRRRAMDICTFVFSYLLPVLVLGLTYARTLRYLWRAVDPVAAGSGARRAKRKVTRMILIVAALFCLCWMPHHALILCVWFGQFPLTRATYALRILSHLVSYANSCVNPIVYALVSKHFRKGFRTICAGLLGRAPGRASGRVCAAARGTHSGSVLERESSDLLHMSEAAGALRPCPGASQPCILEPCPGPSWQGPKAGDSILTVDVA
BB579 growth dn – reduces growth of yeast BB579 in restrictive medium; S. cerevisiae BB579 growth, OD615, 48 h; AID 804; inhibition, % at 10 µM; actives 0.51% (n = 140,000);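 active = inhibition above a set limit, 3 SD over the mean compound inhibition, cut at about 44% in these data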; note: inactives centre near -24
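System: Saccharomyces cerevisiae DeaD strain BB579, replicative lifespan model yeast. Buffer or medium: restrictive glucose-based CSMM-D medium. Doses: one dose, 10 µM compound with 0.25% DMSO. Timing: 4 h preincubation and 48 h exposure at 30 °C. Detection: turbidity as optical density at 615 nm. Benchmarks: amphotericin B 10 µg/mL, positive.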
Phagocytosis inh – inhibitors of macrophage phagocytosis; actives 0.07% (n = 110,000); J774A.1 macrophage IgG-bead phagocytosis, imaging; inhibition, % at 5 µM; AID 1029;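 active = inhibition above the mean of the plate negative controls plus 5 SD, cut at about 13% in these data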;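 note: phagocytic index as fraction of beads internalized from green versus red external bead signal; plate controls were DMSO negative control for no effect and cytochalasin-D positive control for full effect; some results beyond the cut were filed as inactive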
Numbers without * were called inactive; . = no result given.

SMILES | Yeast lifespan up | NPY-Y2 antag | HCT116 PTEN-null | MRP-1 activ | Measles CPE | bCat KO growth | E-sel TNF inh | GALR2 antag | BB579 growth dn | Phagocytosis inh
CCc1nc(N2CCCC(C)C2)c2oc3ccccc3c2n1 (centres undefined) | -13 | 29* | 69 | -0.8 | 2 | 69 | -1 | 9 | -2 | 1
CC(C)C(=O)NC(=S)Nc1ccc(S(=O)(=O)N(C)Cc2ccccc2)cc1 | -14 | 9 | 65 | -1.9 | 2 | 68 | -26 | 6 | -5 | -1
COC(=O)c1c(C)cc(OC(C)=O)c(C)c1OC(C)=O | -8 | 1 | 104 | -0.6 | 9 | 100 | . | -9 | -48 | 0
N#Cc1c(C(F)(F)F)cc(-c2cccs2)nc1SCc1cccnc1 | -14 | 8 | 32 | -3.4 | 5 | 44 | 29 | 7 | -49 | .
COc1ccc2[nH]c(=O)c(CN(Cc3cccs3)Cc3nnnn3C(C)(C)C)cc2c1 | -10 | 12 | 82 | -1.9 | 16 | 79 | -14 | -9 | -45 | -1
CC(C)CC(NS(=O)(=O)c1ccc2c(c1)oc(=O)n2C)C(=O)NC1CCCc2ccccc21 (centres undefined) | -8 | 3 | 84 | -3.3 | 3 | 89 | -1 | 3 | -40 | 1
COC(=O)c1cc(COc2ccc3oc(C)c(C(=O)OC)c3c2)c(C)o1 | -7 | 8 | 64 | 2.1 | 5 | 64 | 11 | 7 | -10 | -1
CCc1ccc(-c2nnn(CCC(=O)OC)n2)cc1 | -28 | 2 | 108 | 0.8 | 24 | 99 | -15 | -5 | -38 | .
CS(=O)(=O)N1CCN(C(=O)Cc2cccs2)CC1 | -5 | 0 | 91 | -0.1 | 9 | 98 | -31 | -3 | -41 | 0
Cc1cccc(C)c1NC(=O)C(NC=O)c1ccccc1Cl (centres undefined) | -7 | 0 | 78 | -2.5 | 9 | 81 | 7 | -1 | -21 | .
Cc1ccc(-c2nc(CS(=O)CC(=O)NCCN3CCCC3)c(C)o2)cc1 (centres undefined) | 0 | 1 | 93 | -3.9 | 6 | 81 | . | -1 | -18 | -1
O=C(NCc1ccccc1)c1ccc(CS(=O)(=O)c2ccccc2)o1 | -5 | 2 | 90 | -0.5 | 6 | 99 | 2 | 2 | -25 | 0
c1ccc(-c2nn3c(C4CCCCC4)nnc3s2)cc1 | -4 | 4 | 99 | -0.1 | 13 | 99 | 28 | -3 | -43 | 1
O=c1c(F)cn(C2CCCO2)c(=O)n1Cc1ccccc1Cl (centres undefined) | -5 | 1 | 101 | 0.1 | 6 | 100 | -12 | -2 | -22 | -2
CCOC(=O)c1ccc(N2CCN(c3ccccc3F)CC2)c(NC(=O)Nc2ccccc2)c1 | -1 | -1 | 70 | -0.6 | 7 | 78 | 12 | 1 | -20 | -4
Cc1cc(NC(=O)CC2CCCC2)n(-c2nc3ccccc3[nH]2)n1 | -7 | 17 | 15 | -1.5 | 4 | 14 | -1 | -13 | -17 | -1
Cc1ccc(NC(=O)c2noc3c2CC(C(C)(C)C)CC3)cc1 (centres undefined) | -3 | 0 | 59 | -3.4 | 7 | 64 | 11 | 0 | -7 | 1
CCOC(=O)c1ccccc1NC(=O)CSc1nnc(COc2ccccc2)n1CC | -3 | 6 | 78 | 0.4 | 53* | 76 | 7 | -8 | -46 | 0
c1ccc(C2CC(c3cccs3)n3nnnc3N2)cc1 (centres undefined) | 25 | 0 | 88 | -1.9 | 41 | 96 | . | 15 | -58 | .
Cc1ccc(COc2ccc(/C=N/NC(=O)c3ccc(CN4CCOCC4)cc3)cc2)cc1 | 3 | 0 | 85 | -0.1 | 6 | 78 | 3 | -13 | -24 | -7

Reprinted at random: two entries already listed.
SMILES | Yeast lifespan up | NPY-Y2 antag | HCT116 PTEN-null | MRP-1 activ | Measles CPE | bCat KO growth | E-sel TNF inh | GALR2 antag | BB579 growth dn | Phagocytosis inh
CCOC(=O)c1ccccc1NC(=O)CSc1nnc(COc2ccccc2)n1CC | -3 | 6 | 78 | 0.4 | 53* | 76 | 7 | -8 | -46 | 0
CCOC(=O)c1ccc(N2CCN(c3ccccc3F)CC2)c(NC(=O)Nc2ccccc2)c1 | -1 | -1 | 70 | -0.6 | 7 | 78 | 12 | 1 | -20 | -4

Remaining list, next part.
SMILES | Yeast lifespan up | NPY-Y2 antag | HCT116 PTEN-null | MRP-1 activ | Measles CPE | bCat KO growth | E-sel TNF inh | GALR2 antag | BB579 growth dn | Phagocytosis inh
Cn1cnnc1SCc1nc(N)nc(Nc2ccccc2)n1 | -2 | 1 | 96 | -2.8 | 1 | 86 | -8 | -9 | -3 | .
CCOc1ccccc1/C=N/Nc1ccccc1[N+](=O)[O-] | 3 | -2 | 93 | -1.9 | 1 | 96 | 4 | 2 | -15 | 1
Cc1cc(O)c(C(C)C)cc1NS(=O)(=O)c1ccccc1 | -11 | 0 | 83 | -3.6 | 9 | 79 | -19 | 4 | -7 | 0
CN=C(c1ccco1)n1c(=S)nc(-c2ccco2)n(C)c1=S | -6 | 0 | 92 | -4.7 | 10 | 96 | . | -3 | -10 | 0
Cc1cc(/C=C(\C#N)C(=O)Nc2ccc(F)cc2)c(C)n1-c1ccc(N2CCOCC2)c([N+](=O)[O-])c1 | -8 | 0 | 71 | -3.2 | 8 | 73 | -20 | 1 | -15 | -1
O=C(/C=C/c1cc([N+](=O)[O-])ccc1OC(F)F)NCc1ccc(F)cc1 | -6 | -1 | 103 | 0.7 | 27 | 107 | 0 | -1 | -65 | -1
COC(=O)C1CSc2[nH]c(=O)sc2C1c1ccccc1 (centres undefined) | 1 | 3 | 91 | -3.9 | 11 | 86 | 8 | 8 | -20 | -1
COc1cc2c(cc1OC)-c1c(OC)c(OC)cc3ccnc(c13)C2=O | 1 | 1 | 6 | -4.2 | 1 | 13 | -4 | -7 | 2 | .
O=C(NC(=S)N1CCN(c2ccccn2)CC1)c1ccccc1 | 6 | 1 | 103 | -0.8 | 12 | 83 | 15 | -12 | -26 | 2
CCCc1cc(=O)[nH]c(SCC(=O)N2CCN(c3ccccc3)CC2)n1 | -22 | 0 | 94 | -2.9 | 13 | 97 | -5 | 3 | -31 | -1
Cc1ccc(S(=O)(=O)NCCc2ccc(S(N)(=O)=O)cc2)cc1 | -4 | 4 | 100 | -0.7 | 27 | 96 | -2 | 4 | -60 | 0
CCN1CCN(S(=O)(=O)Cc2ccccc2)CC1 | -9 | 1 | 93 | -0.2 | 12 | 109 | -2 | 3 | -22 | .
Cn1ccnc1SCC(=O)Nc1ccccc1 | . | 4 | 102 | 0.7 | 29 | 100 | 31 | -9 | -34 | .
COCCN1Cc2cccc(C(=O)NC(C)c3cccs3)c2C1=O (centres undefined) | 2 | -3 | 89 | -2.8 | 19 | 90 | . | 6 | -10 | 1
CN(C)C(=O)N1CCCC(C(=O)NCc2ccc(F)cc2Cl)C1 (centres undefined) | 7 | 2 | 93 | -1.8 | 28 | 99 | -21 | 9 | -18 | 1
O=C(Cn1cnc2ccccc2c1=O)NC1CCCc2ccccc21 (centres undefined) | -13 | -1 | 96 | -2.1 | 8 | 86 | -16 | -8 | -63 | -1
CC(C)CC(=O)Nc1ccc(Nc2ccccc2)cc1 | . | -1 | 94 | -5.0 | 9 | 81 | 8 | -7 | -8 | .
CCNc1nc(NC(C)C)nc(Nn2cnnc2)n1 | -4 | 1 | 94 | -2.0 | 8 | 95 | 7 | 4 | -16 | -4
CCN(CC)c1ccc(NC(=O)CSc2ccsc2[N+](=O)[O-])c(C)c1 | 1 | 1 | 102 | -0.2 | 12 | 96 | -9 | 8 | -41 | -10
O=c1c2c3c(sc2nc2n1N=C(c1cccs1)CS2)CCCC3 | 1 | 3 | 91 | 0.8 | 5 | 100 | 9 | -7 | -20 | 2
COc1ccc(N/N=C2/CCCCC2=O)cc1 | -12 | 4 | 94 | -1.3 | 7 | 96 | -15 | -3 | 24 | -1
O=C(NCc1ccco1)c1ccc(COc2ccc(Cl)cc2)cc1 | -1 | 3 | 88 | -3.2 | 16 | 95 | 23 | 2 | -31 | .
COCCn1c(-c2ccco2)csc1=Nc1cccnc1 | -11 | 1 | 94 | -0.8 | 17 | 94 | -16 | 4 | -58 | 1
Cc1ccc([N+](=O)[O-])cc1NC(=O)CCSc1ccc(Cl)cc1 | -9 | 2 | 77 | -0.7 | 9 | 87 | 20 | -6 | -24 | 0
Cc1cc(C)cc(NC(=O)c2ccc(CNc3c(N4CCOCC4)c(=O)c3=O)cc2)c1 | -6 | -1 | 76 | -2.0 | 16 | 80 | 15 | -8 | 12 | .
O=C(NCCCc1ccccc1)C1CCN(c2nnc(-n3cccc3)s2)CC1 | -11 | 6 | 86 | 3.7 | 1 | 84 | . | 1 | -13 | 0
Cc1cc(C)c(C#N)c(SCc2cc3c(cc2Cl)OCO3)n1 | -20 | 10 | 59 | -1.3 | 10 | 61 | 11 | -1 | -22 | .
CCNC(=O)NC1(C(=O)Nc2ccc3c(c2)CCC3)CCCCC1 | -13 | 3 | 88 | -0.9 | 12 | 97 | -8 | -6 | 5 | .
COC(=O)CN(c1cc(Cl)ccc1OC)S(=O)(=O)c1ccc(OC)c(OC)c1 | -1 | 11 | 96 | -2.5 | 2 | 98 | . | -1 | -20 | -3
COC(=O)c1cc(C(=O)c2cccc(Cl)c2Cl)cn1C | -7 | 1 | 84 | 2.4 | 4 | 88 | -5 | 10 | -12 | .
CCn1nc(C)c(/C=N\NC(=O)c2cccc(OC)c2)c1C | -1 | 2 | 93 | -0.9 | 28 | 93 | 8 | -3 | -2 | -1
Cc1sc(NC(=O)Cc2ccc3c(c2)OCO3)nc1-c1ccc2c(c1)CCN2C(=O)c1cccc(F)c1 | -2 | -1 | 82 | -1.1 | 53* | 75 | . | -2 | -35 | -6
CCOC(=O)c1ccccc1NC(=O)CN(c1ccccc1)S(=O)(=O)N(C)C | 1 | 1 | 70 | -3.9 | 5 | 65 | -7 | -2 | -42 | -2
Cc1nc2sc(-c3ccccc3)cc2c(=O)n1-n1cccc1 | -7 | -1 | 115 | 1.5 | 13 | 96 | -15 | 5 | -1 | 2
CC(C)(C)c1ccc(NC(=O)CC2(C(F)(F)F)OCCO2)cc1 | -8 | 5 | 97 | 2.7 | 14 | 97 | . | 7 | -31 | 0
Cc1c(NC(=O)COc2ncnc3c(Cl)cc(Cl)cc23)c(=O)n(-c2ccccc2)n1C | -8 | 1 | 87 | -1.2 | 5 | 92 | . | 7 | -70 | -1
CC1=C(C(=O)OCc2ccccc2)C(c2ccccn2)c2c(n(C)c(=O)n(C)c2=O)N1 (centres undefined) | -18 | 1 | 97 | -2.5 | 3 | 88 | 32 | -4 | 3 | 2
Cn1cnnc1SCC(=O)Nc1sccc1C#N | -22 | 0 | 91 | -1.9 | 7 | 87 | -11 | 0 | -39 | 0
CCc1nnc(NC(=O)CCC(=O)N2CCN(CCOc3ccc(C)cc3)CC2)s1 | -7 | 4 | 84 | 5.6* | 15 | 86 | 5 | -1 | -2 | -1
CC(=O)c1ccc(N2CCC(c3cc(-c4ccc(Cl)cc4Cl)n[nH]3)CC2)c([N+](=O)[O-])c1 | -17 | -7 | 35 | -4.0 | 8 | 28 | 30 | -2 | -46 | .
